hIAP act: increases human intestinal alkaline phosphatase activity; P09923; purified human IAP, CDP-Star luminescence, 30 min; active compounds read high; 1 = vehicle-only enzyme, 0 = enzyme-free background; activation factor at 10 µM; 330,000 compounds, 0.16% hits; AID 2524;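 active = activation factor of the enzyme at least 2-fold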; note: the source names both 10 and 20 µM as test concentration; values of inactives mirror those of a sister screen read the other way
Target sequence (P09923 whole entry, looked up): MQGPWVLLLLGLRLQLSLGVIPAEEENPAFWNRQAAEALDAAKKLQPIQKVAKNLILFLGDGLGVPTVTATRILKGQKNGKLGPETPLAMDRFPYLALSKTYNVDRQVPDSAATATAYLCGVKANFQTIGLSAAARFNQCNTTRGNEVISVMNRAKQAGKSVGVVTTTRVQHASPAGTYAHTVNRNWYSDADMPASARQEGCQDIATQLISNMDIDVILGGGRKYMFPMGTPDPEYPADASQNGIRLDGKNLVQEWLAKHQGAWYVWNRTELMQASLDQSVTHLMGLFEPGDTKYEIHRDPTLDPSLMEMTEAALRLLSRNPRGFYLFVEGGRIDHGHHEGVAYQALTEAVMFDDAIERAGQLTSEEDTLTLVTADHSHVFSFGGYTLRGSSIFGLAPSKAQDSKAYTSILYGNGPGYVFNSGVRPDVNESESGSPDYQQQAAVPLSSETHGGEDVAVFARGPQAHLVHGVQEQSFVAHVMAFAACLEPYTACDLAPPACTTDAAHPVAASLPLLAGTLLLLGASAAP
SENP1 inh: inhibitors of human SENP1 SUMO protease catalytic domain. recombinant SENP1 catalytic domain, CyPet-SUMO1-YPet FRET cleavage. inhibition, % at 10 µM. 360,000 compounds, 0.21% hits. AID 624204;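 active = inhibition at least 30% at 10 µM, raw YFP signal under a set limit, fluorescence ratio 0.5 to 1.5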;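 note: 0% = enzyme with DMSO and 100% = no enzyme wells; some results filed as inactive read as strong as hits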
Target sequence (Q9P0U3 419-644 limits assumed): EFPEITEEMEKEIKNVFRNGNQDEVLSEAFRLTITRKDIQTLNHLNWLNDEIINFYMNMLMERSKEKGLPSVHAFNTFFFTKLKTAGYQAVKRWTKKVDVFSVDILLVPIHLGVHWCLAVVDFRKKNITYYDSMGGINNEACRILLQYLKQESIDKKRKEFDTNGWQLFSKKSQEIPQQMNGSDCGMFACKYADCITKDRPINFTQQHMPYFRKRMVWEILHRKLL
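Controls: no-enzyme wells low, DMSO-plus-enzyme wells high control. Test system: human recombinant His6-tagged SENP1 catalytic domain enzyme. Reagent: SFCypet-SUMO1-SFYpet FRET protein substrate, 25 nM final. Doses: one dose per compound, 10 µM, 0.5% DMSO. Detection: FRET, CFP and YFP emission. Timing: 50 min reaction at room temperature.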
APOBEC3A inh: inhibitors of human APOBEC3A DNA deaminase; P31941; inhibition, % at 20 µM; recombinant A3A, FAM/TAMRA ssDNA deamination fluorescence; 330,000 compounds, 0.41% hits;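 active = at least 40% inhibition at 20 µM here, with at most 30% in a related deaminase screen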;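 note: plate controls were A3A with DMSO for no effect and wells lacking A3A enzyme for full effect; some results filed as inactive read as strong as hits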
Target sequence (P31941 whole entry, looked up): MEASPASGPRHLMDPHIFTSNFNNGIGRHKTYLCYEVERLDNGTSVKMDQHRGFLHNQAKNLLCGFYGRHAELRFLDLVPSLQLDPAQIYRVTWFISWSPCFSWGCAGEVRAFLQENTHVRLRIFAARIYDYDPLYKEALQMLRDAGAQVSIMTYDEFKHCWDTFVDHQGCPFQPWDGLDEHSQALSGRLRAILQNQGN
beta cell repl: MIN6 beta-cell proliferation induction; MIN6 cells proliferation, ATPlite luminescence, 48 h; cells starved in 0.2% serum; 100% = growth in 10% serum; 330,000 compounds, 0.29% hits; proliferation, % at 10 µM;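 active = compounds whose signal lies at least 3.5 SD above the mean of all wells on their plate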;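 note: 0% = DMSO-treated cells in low-serum medium and 100% = 10% serum control; some compounds called inactive have numbers as strong as hits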
NALP3 yeast inh: NALP3 inhibition in yeast | Yeast reconstituted NLRP3/ASC/caspase-1, beta-gal luminescence, 24 h | AID 2825 | inhibition, % at 10 µM | 330,000 compounds, 0.39% hits;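 active = inhibition of 50% or more; inactive = inhibition below 50%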;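 note: plate controls were induced DMSO wells for no effect and uninduced yeast grown without galactose for full effect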
mIAP inh: mouse IAP inhibition; purified mouse IAP, CDP-Star luminescence, 30 min; inhibition, % at 10 µM; 330,000 compounds, 0.2% hits; AID 2806;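 active = inhibition of at least 40% at 10 µM in the primary screen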;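 note: plate controls were DMSO with enzyme for no effect and no enzyme wells for full effect; values of inactives mirror those of a sister screen read the other way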
APOBEC3G inh: APOBEC3G (human) deaminase inhibition; inhibition, % at 20 µM; 330,000 compounds, 0.28% hits; Q9HC16; recombinant A3G, ssDNA deamination FAM/TAMRA fluorescence;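 active = inhibition of at least 40% at 20 µM, with no more than 30% in the related APOBEC3A deaminase screen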;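 note: plate controls were DMSO wells with A3G for no effect and wells lacking A3G enzyme for full effect; some compounds called inactive have numbers as strong as hits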
mIAP act: mouse IAP activation; muIAP, CDP-Star luminescence, 30 min; active compounds read high; 1 = vehicle-only enzyme signal, 0 = enzyme-free wells; activation factor at 10 µM; 330,000 compounds, 0.24% hits; AID 2805;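 active = activation factor of at least 2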; note: the source names both 10 and 20 µM as test concentration; values of inactives mirror those of a sister screen read the other way
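Assay system: mouse IAP enzyme; reagent: chemiluminescent substrate CDP-Star; dosing: test compounds delivered from DMSO solution; schedule: 30 min at room temperature; measured by: luminescence from enzymatic CDP-Star hydrolysis; controls: DMSO-only wells and no-enzyme negative control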
hIAP inh: blocks human intestinal alkaline phosphatase | P09923 | purified IAP, CDP-Star luminescence, 30 min | inhibition, % at 10 µM | 330,000 compounds, 0.12% hits;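 active = inhibition reaching a set limit with compound at 10 µM in the primary screen, cut at about 35% in these data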;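 note: plate controls were DMSO wells with enzyme for no effect and no-enzyme buffer wells for full effect; values of inactives mirror those of a sister screen read the other way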
* = called active by the depositor.

SMILES	hIAP act	SENP1 inh	APOBEC3A inh	beta cell repl	NALP3 yeast inh	mIAP inh	APOBEC3G inh	mIAP act	hIAP inh
O=C(CN1C(=O)NC2(CCCC2)C1=O)NCCc1ccccc1	1.2	2	0	-1	12	9	-5	0.91	-19
COc1cc(NS(=O)(=O)c2ccc(NC(=S)NC(=O)c3cccs3)cc2)nc(OC)n1	1.1	-3	-4	-1	-12	-12	-7	1.1	-15
Cc1ccc(C(=O)c2sc(Nc3ccccc3)c(C#N)c2N)cc1	1.2	0	-2	-5	10	10	3	0.9	-24
COc1ccc(N2CCN(Cc3nc4scc(-c5ccccc5)c4c(=O)[nH]3)CC2)cc1	1.2	-3	0	-2	9	7	-2	0.93	-18
CNS(=O)(=O)c1cn(CC(=O)NCc2ccccc2OC)cc1S(=O)(=O)NC	1	-2	-2	-1	11	-3	-4	1	-1
COc1ccc(C2CCCN2C(=O)Nc2ccccc2)cc1OC (configuration not stated)	1	-2	3	2	7	-14	0	1.1	0
O=S1(=O)CCO[C@H]2Cc3ccccc3[C@H]2N1Cc1ccccc1Br	0.82	2	-3	-6	42	-5	-8	1.1	18
O=C(/C=C/c1ccc(Cl)cc1)NC(=S)Nc1ccc(C(=O)O)cc1	0.8	1	-2	-1	11	0	-5	1	20
COc1ccc(-c2c[n+]3c(n2-c2ccccc2)SCC3)cc1OC	1.1	3	-3	-2	-6	0	-5	1	-10
Cc1cc(C)c2nc(-c3ccccn3)cc(C(=O)NCc3ccco3)c2c1	0.95	1	36	-3	17	11	14	0.89	5
O=C(Nc1ccccc1N1CCCCC1)c1ccco1	0.99	2	-3	3	10	-4	-3	1	1
COc1ccc(OC)c(C2C3=C(CCCC3=O)NC3=C2C(=O)CCC3)c1	0.95	-1	1	2	12	-8	-2	1.1	5
COC(=O)C1=C(C)NC(=O)NC1c1ccccc1 (configuration not stated)	0.86	0	0	-4	4	4	-4	0.96	14
CCOc1ccc(N(CC(=O)N2CCCCCC2)S(C)(=O)=O)cc1	0.94	1	4	-4	22	5	-1	0.95	6
COc1ccc(NC(=O)C(NC(C)=O)C(=O)Nc2ccc(F)cc2)cc1 (configuration not stated)	1.2	-1	-4	0	4	-8	-8	1.1	-17
Cc1ccc(C)c(S(=O)(=O)N2CCN(C(=O)c3ccccn3)CC2)c1	0.98	1	-1	-2	6	4	0	0.96	2
O=C(COc1ccc([N+](=O)[O-])cc1)Nc1ccc2c(c1)OCO2	0.84	-1	-2	-3	6	12	-5	0.88	16
Cc1ccc(OCC(=O)N2CCCCCC2)c(C)c1	0.96	0	-2	-3	15	6	-6	0.94	4
CC(CN1CCN(C)CC1)OC(=O)c1cccc(F)c1 (configuration not stated)	1.2	1	-4	0	7	-9	-3	1.1	-16
Cc1ccc(C(=O)NNC(=O)CCCN2C(=O)/C(=C/c3ccccc3Cl)SC2=S)cc1	1.2	4	2	0	0	-2	0	1	-21
CCN1CCN(c2ncnc3sc(C)c(-c4ccccc4)c23)CC1	0.99	-4	1	-2	19	-6	0	1.1	1
O=c1c2ccccc2nc2n1CCN2	1.1	0	-5	-3	8	0	4	1	-14
O=C(NCCN1CCCC1)c1ccc2c(=O)n(CCc3ccccc3)c(=O)[nH]c2c1	1.1	-1	1	-2	18	9	-3	0.91	-11
Cc1ccc(NC(=O)c2sc3ncnc(N4CCN(c5ccccn5)CC4)c3c2C)c(C)c1	1.1	2	-5	-5	7	4	-4	0.96	-7
CSCCC(NC(=O)COc1ccccc1)C(=O)OCC(=O)c1ccccc1 (configuration not stated)	1.1	2	1	-3	17	4	2	0.96	-8
COc1cccc(S(=O)(=O)N2CCN(c3ccccc3F)CC2)c1	1.2	1	-4	-3	6	-9	-7	1.1	-22
O=C(Nc1ccccc1)C1=C[C@@H](c2ccc(Br)cc2)C[C@@H](OCc2ccc(CO)cc2)O1	0.91	1	6	-7	22	7	4	0.93	9
C=CCc1ccc(OCC(O)CN2CCN(Cc3ccc(Cl)cc3)CC2)c(OC)c1 (configuration not stated)	1	-1	0	-6	21	-11	-8	1.1	-1
CCNC(=O)C1CC(=O)N(Cc2ccc3c(c2)OCO3)C(=Nc2ccc(F)cc2)S1 (configuration not stated)	1.1	0	-2	-2	-7	-10	-5	1.1	-13
Cn1c(C(=O)O)c(CC(=O)Nc2ccc(F)cc2F)c2ccccc21	0.97	-1	-2	-2	-6	1	-2	0.99	3
O=C(CCCc1ccccc1)NC12CC3CC(CC(C3)C1)C2	1.2	0	-1	-5	29	-1	-2	1	-16
FC(F)(F)c1cnc(Nc2ccc(N3CCOCC3)cc2)c(Cl)c1	0.84	2	2	-2	4	3	1	0.97	16
CCOc1ccc(-n2c(SCC(=O)NC)nnc2-c2ccco2)cc1	0.88	-1	-3	-3	11	-2	-6	1	12
Cc1cc(C)n2c(SCC(=O)Nc3ccccc3)nnc2n1	1.3	3	-2	-2	0	-11	-10	1.1	-25
NC(=O)C1(c2ccccc2)OC1c1ccccc1 (configuration not stated)	1	3	1	-1	-7	6	-2	0.94	0
Cc1ccc(S(=O)(=O)N2C(=O)CCC2C(N)=O)cc1 (configuration not stated)	1	-2	-7	4	-4	6	-7	0.94	-4
OCCNCCCCOc1cccc(Br)c1	1.1	-1	4	0	10	-5	-5	1.1	-8
COc1ccc(Cn2nc(C)n(N(C)c3ncc(C(F)(F)F)cc3Cl)c2=O)cc1	1	-91	1	-1	27	6	0	0.94	-4
COc1ccc(NC(=O)CN(C)C(=O)c2ccc(N3CCOCC3)c([N+](=O)[O-])c2)cc1	1.1	0	-4	0	17	14	-8	0.86	-5
COc1cc(NS(=O)(=O)c2ccc(N/C=C(\C#N)c3nc4cc(Cl)ccc4o3)cc2)nc(OC)n1	1.4	-111	-4	-6	12	6	-7	0.94	-42

Part of the list above in order of heavy-atom count, ascending:
SMILES	hIAP act	SENP1 inh	APOBEC3A inh	beta cell repl	NALP3 yeast inh	mIAP inh	APOBEC3G inh	mIAP act	hIAP inh
O=c1c2ccccc2nc2n1CCN2	1.1	0	-5	-3	8	0	4	1	-14
OCCNCCCCOc1cccc(Br)c1	1.1	-1	4	0	10	-5	-5	1.1	-8
NC(=O)C1(c2ccccc2)OC1c1ccccc1 (configuration not stated)	1	3	1	-1	-7	6	-2	0.94	0
Cc1ccc(S(=O)(=O)N2C(=O)CCC2C(N)=O)cc1 (configuration not stated)	1	-2	-7	4	-4	6	-7	0.94	-4
O=C(CCCc1ccccc1)NC12CC3CC(CC(C3)C1)C2	1.2	0	-1	-5	29	-1	-2	1	-16
FC(F)(F)c1cnc(Nc2ccc(N3CCOCC3)cc2)c(Cl)c1	0.84	2	2	-2	4	3	1	0.97	16
Cn1c(C(=O)O)c(CC(=O)Nc2ccc(F)cc2F)c2ccccc21	0.97	-1	-2	-2	-6	1	-2	0.99	3
CSCCC(NC(=O)COc1ccccc1)C(=O)OCC(=O)c1ccccc1 (configuration not stated)	1.1	2	1	-3	17	4	2	0.96	-8
COc1ccc(Cn2nc(C)n(N(C)c3ncc(C(F)(F)F)cc3Cl)c2=O)cc1	1	-91	1	-1	27	6	0	0.94	-4
O=C(NCCN1CCCC1)c1ccc2c(=O)n(CCc3ccccc3)c(=O)[nH]c2c1	1.1	-1	1	-2	18	9	-3	0.91	-11
COc1ccc(NC(=O)CN(C)C(=O)c2ccc(N3CCOCC3)c([N+](=O)[O-])c2)cc1	1.1	0	-4	0	17	14	-8	0.86	-5
O=C(Nc1ccccc1)C1=C[C@@H](c2ccc(Br)cc2)C[C@@H](OCc2ccc(CO)cc2)O1	0.91	1	6	-7	22	7	4	0.93	9
Cc1ccc(NC(=O)c2sc3ncnc(N4CCN(c5ccccn5)CC4)c3c2C)c(C)c1	1.1	2	-5	-5	7	4	-4	0.96	-7
COc1cc(NS(=O)(=O)c2ccc(N/C=C(\C#N)c3nc4cc(Cl)ccc4o3)cc2)nc(OC)n1	1.4	-111	-4	-6	12	6	-7	0.94	-42

The list goes on.
SMILES	hIAP act	SENP1 inh	APOBEC3A inh	beta cell repl	NALP3 yeast inh	mIAP inh	APOBEC3G inh	mIAP act	hIAP inh
COc1ccccc1NC(=S)N(Cc1ccc(Cl)cc1)CC1CCC(C(=O)O)CC1 (configuration not stated)	1.1	3	-6	-2	15	2	-5	0.98	-10
CCOC(=O)c1sc(NC(=O)Cn2nnc3sc4c(c3c2=O)CCCC4)nc1C	0.98	-8	0	-3	4	4	-4	0.96	2
O=C(O)CN1CCN(Cc2ccc(F)cc2)C1=O	0.91	1	-1	-3	4	5	-7	0.95	9
COc1ccc(C(C)(C)C)cc1NC(=O)c1ccccc1-n1cnnn1	1	1	21	-2	15	10	-1	0.9	-3
O=C(NCCOc1ccccc1)c1cc(S(=O)(=O)N2CCOCC2)ccc1F	0.97	5	2	-5	6	3	0	0.97	3
Cc1cc(C)cc(-n2ccnc2SCC(=O)O)c1	1	-1	-5	-2	-10	-8	-14	1.1	-2
CCOC(=O)c1ccn(CSc2c(F)c(F)cc(F)c2F)n1	0.91	1	-5	2	2	3	-9	0.97	9
CC1CCCCC1NC(=O)COC(=O)c1ccccc1NC(=O)c1ccco1 (configuration not stated)	0.18	-3	-1	3	-6	-2	-3	1	82*
COc1ccc(N(CC(=O)Nc2ccccc2C(=O)N2CCOCC2)S(=O)(=O)c2ccc(F)cc2)cc1	0.98	-1	-3	1	0	-1	-3	1	2
COc1ccc(-c2csc(NC(=O)CCS(=O)(=O)c3ccccc3)n2)c(OC)c1	1.1	-5	-3	-6	13	-3	-7	1	-9
CCOC(=O)c1ccc[n+](C(C)C(=O)c2ccc(-c3ccccc3)cc2)c1 (configuration not stated)	0.92	14	-1	-3	27	-13	-11	1.1	8
CN(C)/C=C/c1c(C#N)c(=O)ncn1Cc1ccccc1	0.81	1	-2	0	7	6	-10	0.94	19
C[C@H](CO)N1C[C@H](C)[C@@H](CN(C)S(C)(=O)=O)Oc2c(NC(=O)C3CCCCC3)cccc2C1=O	1.2	2	-1	2	23	-9	15	1.1	-17
O=[N+]([O-])c1cc(C(F)(F)F)ccc1NCCc1ccncc1	0.94	2	2	0	3	11	-2	0.89	6
COc1cc(OC)cc(-c2cc3nc(C4CCN(C(=O)OC(C)(C)C)CC4)cc(=O)n3[nH]2)c1	0.86	0	0	-3	18	0	-1	1	14

From PubChem BioAssay

A portion of the library, so the mix of outcomes need not match the whole.
